Screens (PubChem BioAssay)
zfTRPN1 agonist = zebrafish TRPN1 (NompC) channel agonism; HEK293 zebrafish TRPN1-YFP, Fluo-8 calcium fluorescence; 100% = response to 87 µM carbachol; activation, % at 3 µM; hit rate 0.18% among 220,000; AID 1424;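 active means activation above its plate's cutoff, the mean activation of test wells on that plate plus 3 SD, cut at about 19% in these data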;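 further: 0% = DMSO alone and 100% = 87 µM carbachol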
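Material: zebrafish TRPN1-YFP in HEK293 cells. Doses: one dose of 3 µM, 0.3% DMSO. Incubation: dye 1 h 37 °C plus 30 min RT. Measured by: intracellular calcium fluorescence with Fluo-8.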
CHOP inhibitor = CHOP inhibition in unfolded protein response; CHO-K1 CHOP-promoter luciferase, tunicamycin-induced, 15-18 h; inhibition, % at 10 µM; hit rate 3.8% among 220,000; AID 2732;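 active means compounds that reduced the stress-induced luciferase reporter signal by more than about 70% of percent inhibition, limit read from the data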;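 further: 0% = tunicamycin plus vehicle and 100% = wells without tunicamycin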
RBBP9 inhibitor = human RBBP9 hydrolase inhibition; O75884; recombinant RBBP9, FP-Rh probe fluorescence polarization; inhibition, % at 7.94 µM; hit rate 0.2% among 220,000; AID 1515;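 active means inhibition above the campaign mean of all tested compounds plus 3 SD, cut at about 14% in these data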;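 further: plate controls were DMSO wells with RBBP9 for no effect and wells lacking RBBP9 protein for full effect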
Target sequence (O75884 whole entry, looked up): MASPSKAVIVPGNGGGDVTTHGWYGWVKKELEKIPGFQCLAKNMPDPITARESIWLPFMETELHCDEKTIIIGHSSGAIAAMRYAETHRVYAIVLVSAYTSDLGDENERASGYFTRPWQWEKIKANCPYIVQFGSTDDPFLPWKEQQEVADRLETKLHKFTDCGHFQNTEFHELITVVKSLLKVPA
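System: RBBP9 protein | Quantity: 2.5 µM RBBP9 dispensing solution, before mixing | Reagent: FP-Rh probe, 375 nM dispensing solution | Timing: Enzyme-compound preincubation 30 min, then probe labeling 45 min, 25 °C | Measured by: Fluorescence polarization | Read-out: % inhibition | Replication: One well per compound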
TRPML3 agonist = human mucolipin-3 channel agonism; HEK293 TRPML3-YFP, Fluo-8 calcium fluorescence; 100% = the carbachol control signal; activation, % at 3 µM; hit rate 0.29% among 220,000; AID 1448;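 active means activation above its plate's cutoff, the mean activation of the plate's test wells plus 3 SD, cut at about 12% in these data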;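 further: 0% = DMSO only wells and 100% = carbachol wells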
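Material: TRPML3-YFP stable HEK293 cells | Dosing: One concentration, 3 µM nominal, 0.3% DMSO | Timing: 125 s total fluorescence read per well | Technique: Fluo-8 calcium dye fluorescence, ex 470-495, em 515-575 nm | Measure: Percent activation from peak-to-basal fluorescence ratio, scaled between DMSO and carbachol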
TNF necrop inh = TNF-alpha cell death inhibition in Jurkat FADD-/- cells; activation (protection from cell death), % at 10 µM; hit rate 0.068% among 220,000; Jurkat FADD-/- TNF necroptosis rescue, ATP luminescence, 24 h; 0 = TNF only, 100 = no-TNF cells; AID 463075;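 active means activation, meaning protection from cell death, of at least 50% relative to plate controls; inactive means activation below 50%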;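 further: necroptosis triggered by 40 ng/mL TNF-alpha added together with compound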
BaF3 tox = reduces parental Ba/F3 cell viability, JAK2V617F counter-screen. CellTiter-Glo ATP luminescence. hit rate 1.1% among 220,000. AID 1486. inhibition, % at 5.6 µM;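 active means inhibition above a per-campaign cutoff, the mean inhibition of all tested compounds plus 3 SD, cut at about 27% in these data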;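 further: 0% = DMSO wells and 100% = JAK Inhibitor I control wells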
PPC-1+TRAIL kill = compounds killing PPC-1 cancer cells with TRAIL present (potentiator screen, no TRAIL-free arm). PPC-1 cells + TRAIL, ATPLite viability luminescence. cell killing (% activity), % at 4 µM. hit rate 0.41% among 220,000;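 active means cell killing above 50% in the first pass at 4 µM, then a duplicate retest at 5 µM averaging 50% or more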;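 further: plate controls were cells with TRAIL plus DMSO for no effect and medium-only wells lacking cells for full effect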
Wee1 degr inh = inhibitors of human Wee1 degradation; reporter increase, % at 5 µM; hit rate 1.2% among 220,000; P30291; HeLa Luc-Wee1K328M stability, luciferase luminescence; 100% = proteasome inhibitor MG132 effect;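 active means activation above the mean of all tested compounds plus 3 SD, set per screening run, cut at about 8.8% in these data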;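 further: cells exposed to compound for 20 h before luminescence read; 0% = DMSO alone and 100% = MG132 at 30 µM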
Target sequence (P30291 whole entry K328M): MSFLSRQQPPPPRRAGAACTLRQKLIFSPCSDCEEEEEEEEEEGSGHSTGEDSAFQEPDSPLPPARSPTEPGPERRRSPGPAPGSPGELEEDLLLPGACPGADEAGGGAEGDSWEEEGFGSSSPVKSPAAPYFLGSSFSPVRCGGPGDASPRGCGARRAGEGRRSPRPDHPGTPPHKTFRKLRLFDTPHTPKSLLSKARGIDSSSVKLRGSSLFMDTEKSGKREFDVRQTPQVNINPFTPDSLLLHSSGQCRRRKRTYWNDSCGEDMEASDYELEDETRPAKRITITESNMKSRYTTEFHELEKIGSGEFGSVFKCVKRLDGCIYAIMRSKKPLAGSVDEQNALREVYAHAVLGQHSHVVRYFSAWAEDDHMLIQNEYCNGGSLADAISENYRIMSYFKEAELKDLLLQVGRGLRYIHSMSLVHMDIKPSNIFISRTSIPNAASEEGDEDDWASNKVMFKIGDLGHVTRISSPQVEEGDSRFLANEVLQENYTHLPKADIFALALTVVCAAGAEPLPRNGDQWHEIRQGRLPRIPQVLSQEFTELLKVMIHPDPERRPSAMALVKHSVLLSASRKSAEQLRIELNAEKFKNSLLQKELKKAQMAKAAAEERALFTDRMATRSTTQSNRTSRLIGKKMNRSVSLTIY
Ba/F3 V617F tox = loss of viability in JAK2V617F-driven Ba/F3 cells; Ba/F3 EpoR-JAK2V617F viability, ATP luminescence; inhibition, % at 5.6 µM; hit rate 1.1% among 220,000; AID 1446;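 active means inhibition above the campaign mean plus 3 SD over all tested compounds, cut at about 24% in these data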;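 further: cytokine-independent growth of Ba/F3 cells driven by EpoR plus mutant JAK2; 0% = DMSO-treated cells and 100% = JAK inhibitor I control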
* = called active by the depositor; . = not tested or not shown; & = joins results of further samples; [ ] = another dose, or the depositor's remark.

structure	zfTRPN1 agonist	CHOP inhibitor	RBBP9 inhibitor	TRPML3 agonist	TNF necrop inh	BaF3 tox	PPC-1+TRAIL kill	Wee1 degr inh	Ba/F3 V617F tox
C=CCNC(=O)c1ccc(C)c(Br)c1	0.2	24	-5	0.5	-1.7	1	16	-1	-3
Cc1cccn2cc(CNS(=O)(=O)c3cccc(F)c3)nc12	0.8	5	5	0.3	0.9	-1	17	-3	-5
CCC(=O)NC(=S)Nc1ccc(N2CCN(C(=O)c3ccc(Cl)cc3)CC2)cc1	0.8	22	-7	1.3	-0.8	7	36	-2	4
CCOC(=O)c1[nH]c2cc3c(cc2c1NC(=O)CN1CCC2(CC1)OCCO2)OCO3	-0.9	-35	-7	0.2	-2.6	0	3	-1	0
O=C(NCc1ccco1)C1CCCN(S(=O)(=O)c2ccc(-n3cnnn3)cc2)C1 (configuration not stated)	2.5	9	-2	0.1	-0.1	9	8	0	-2
Nc1ccc(-c2nc3ccc(N)cc3s2)cc1	1.1	48	-2	0.7	-14	7	82*[5 µM]	-2	3
CSCCC(NC(=O)c1ccc(C)o1)C(=O)O (configuration not stated)	1.8	-8	-6	0.4	-4.6	6	6	-3	4
CCOc1ccc(-n2c(SCc3cc(=O)oc4cc(C)ccc34)nnc2-c2cccnc2)cc1	-2.6	9	4	-1.0	2.0	3	24	0	1
CCN(CC)C1CCN(C(=O)CCc2nnc(CCc3ccccc3)o2)C1 (configuration not stated)	1.2	38	-4	0.5	-0.1	1	21	5	-1
COc1ccc(C(=O)NCCc2cc3c(OC)ccc(OC)c3[nH]c2=O)cc1OC	1.1	-21	1	0.3	-1.8	2	23	-2	4
CC1=C(C)CC(C(=O)Nc2nc(-c3ccc(C)cc3C)c(C)s2)C(C(=O)O)C1 (configuration not stated)	1.8	10	-3	-0.2	0.5	3	17	-3	2
Cc1cccc(NC(=O)c2cc(NC(=O)c3ccccc3)ccc2N2CCCCC2)c1	0.5	-29	-11	0.9	2.6	4	10	0	1
CC(C)(C)NC(=O)N1CCCC(C(=O)c2cccc(Cl)c2)C1 (configuration not stated)	-0.9	31	-4	0.1	-0.6	2	4	-2	-1
COc1ccc(C(=O)c2ccccc2)cc1Br	-2.5	12	-1	-0.8	-8.6	8	-6	-1	3
CCCOc1ccccc1Nc1nnc(C)c(=O)[nH]1	0.1	36	2	0.3	-0.5	0	18	5	-4
Cc1ccc(Cn2ccc(=O)c(Cc3c(Cl)cccc3Cl)c2C)cc1	0.4	28	7	-0.1	-2.2	5	18	0	-2
O=C(C1CCN(Cc2cc(Cl)ccc2O)CC1)N1CCN(Cc2ccccc2)CC1	3.0	25	0	1.6	-1.4	9	15	-1	2
Cc1cc(C)c2cc(C(O)c3nnnn3Cc3ccccc3)c(=O)[nH]c2c1 (configuration not stated)	-0.8	-1	6	-0.7	-2.1	6	-4	-1	-1
CC1=CS/C(=C(/C#N)C(=O)N2CCCCC2)N1c1ccccc1	-0.9	2	-8	0.1	5.2	-1	-2	1	-2
COc1ccc(/C=C/C(=O)N2CCC(C(N)=O)CC2)cc1S(=O)(=O)N1CCOCC1	1.3	3	1	1.5	1.2	1	22	4	-2

Part of the list above, with each value named:
SMILES: O=C(C1CCN(Cc2cc(Cl)ccc2O)CC1)N1CCN(Cc2ccccc2)CC1
- zfTRPN1 agonist: 3.0
- CHOP inhibitor: 25
- RBBP9 inhibitor: 0
- TRPML3 agonist: 1.6
- TNF necrop inh: -1.4
- BaF3 tox: 9
- PPC-1+TRAIL kill: 15
- Wee1 degr inh: -1
- Ba/F3 V617F tox: 2

SMILES: Cc1cc(C)c2cc(C(O)c3nnnn3Cc3ccccc3)c(=O)[nH]c2c1 (configuration not stated)
- zfTRPN1 agonist: -0.8
- CHOP inhibitor: -1
- RBBP9 inhibitor: 6
- TRPML3 agonist: -0.7
- TNF necrop inh: -2.1
- BaF3 tox: 6
- PPC-1+TRAIL kill: -4
- Wee1 degr inh: -1
- Ba/F3 V617F tox: -1

SMILES: CC1=CS/C(=C(/C#N)C(=O)N2CCCCC2)N1c1ccccc1
- zfTRPN1 agonist: -0.9
- CHOP inhibitor: 2
- RBBP9 inhibitor: -8
- TRPML3 agonist: 0.1
- TNF necrop inh: 5.2
- BaF3 tox: -1
- PPC-1+TRAIL kill: -2
- Wee1 degr inh: 1
- Ba/F3 V617F tox: -2

SMILES: COc1ccc(/C=C/C(=O)N2CCC(C(N)=O)CC2)cc1S(=O)(=O)N1CCOCC1
- zfTRPN1 agonist: 1.3
- CHOP inhibitor: 3
- RBBP9 inhibitor: 1
- TRPML3 agonist: 1.5
- TNF necrop inh: 1.2
- BaF3 tox: 1
- PPC-1+TRAIL kill: 22
- Wee1 degr inh: 4
- Ba/F3 V617F tox: -2

(cont.)
structure	zfTRPN1 agonist	CHOP inhibitor	RBBP9 inhibitor	TRPML3 agonist	TNF necrop inh	BaF3 tox	PPC-1+TRAIL kill	Wee1 degr inh	Ba/F3 V617F tox
O=C(c1ccc(NC2=NC3CS(=O)(=O)CC3S2)cc1)N1CCN(Cc2ccccc2)CC1 (configuration not stated)	-0.1	-9	1	0.0	0.4	0	22	1	-4
CCn1c(=O)c([N+](=O)[O-])c(NCC(O)c2ccccc2)c2ccccc21 (configuration not stated)	1.0	-2	5	0.4	1.2	5	18	-1	0
O=C1C2CC=CCC2C(=O)N1CC1CCCO1 (configuration not stated)	0.2	22	-6	1.2	-0.1	7	14	0	6
Cn1nccc1C(=O)Nc1ccn(C23CC4CC(CC(C4)C2)C3)n1	4.9	35	-2	2.2	0.9	2	23	2	-4
COC(=O)CNc1ccc2c(c1)OCO2	-0.9	-93	-3	0.7	2.0	2	15	-2	0
COc1ccc(NC(=O)C2CSC3c4ccccc4C(=O)N23)cc1 (configuration not stated)	-0.1	26	14*	-0.5	-0.5	3	1	-2	-2
COc1ccc(CN2CCN(CCC(C)C)C(CCO)C2)cc1Cn1cccn1 (configuration not stated)	2.3	5	-8	1.3	2.3	8	10	-1	-2
CCCOC(=O)NC(CC)COC(=O)Nc1cc(C)ccc1C (configuration not stated)	-1.1	16	-5	-0.5	-2.0	1	1	0	-4
COCCNC(=O)C1CC(c2cccc([N+](=O)[O-])c2)=NO1 (configuration not stated)	0.2	35	5	-0.2	-2.8	-1	9	0	-6
Cc1sc(/C=C2\C(=O)ON=C2c2ccccc2)cc1Br	0.6	88*	-12	0.2	-1.6	2	17	1	0
CC1(c2ccccc2)O[C@@H]2C[C@H]3[C@@H]4CCC5=CC(=O)C=C[C@]5(C)[C@@]4(F)[C@@H](O)C[C@]3(C)[C@]2(C(=O)CO)O1 (some centres not stated)	13	11	-11	1.7	-7.4	-3	8	8	21
COCCN=C1Sc2nc3cc4c(cc3cc2CN1CC1CCCO1)OCO4 (configuration not stated)	0.2	0	3	0.8	1.2	11	12	2	3
COc1ccc(CN2C(=O)CS/C2=N/N=C/c2ccccc2)cc1	1.5	11	-10	0.8	-1.4	-2	10	1	-2
O=C(O)CCC(=O)CCC(=O)c1ccc(Cl)cc1	3.0	-14	2	1.0	0.0	5	3	-2	-2
CCOc1ccccc1C(=O)Nc1cc(C(=O)NCCc2ccccc2)ccc1Cl	1.5	-26	-8	0.6	-0.6	9	4	-1	0
Cc1ccc(NC(=O)CSc2ccc(C(N)=O)cc2[N+](=O)[O-])cc1	0.6	-10	-6	-0.7	0.2	2	16	8	-3
CCOC(=O)c1cc2c(C)n(-c3ccc(OCC)cc3)c(C)c2ccc1=O	-0.4	-143	3	0.1	-9.7	2	18	-2	-4
O=S(=O)(c1cccc(S(=O)(=O)N2CCC(Cc3ccccc3)CC2)c1)N1CCOCC1	-1.3	7	-1	1.8	-0.4	6	26	-1	4
COc1ccc(C(=O)COc2ccccc2C(N)=O)cc1	0.7	16	0	1.5	-1.3	3	4	-3	1
O=C(C1CCCCC1)N1CCN(c2ncccn2)CC1	0.6	16	-4	0.2	-3.2	4	8	0	0
C=CCNc1nc2ccccc2nc1NS(=O)(=O)c1cccs1	0.4	12	1	0.3	-0.2	8	13	0	-3
COc1ccc2c3c(c(=O)oc2c1OCC(=O)O)CCCC3	1.3	7	-1	-0.1	0.8	8	24	-1	1
CCOC(=O)C1CCCN(CCCc2ccccc2)C1 (configuration not stated)	0.3&0.5	-1&12	-7&-9	-0.6&0.0	1.2&-1.9	12&3	6&20	-1&-3	1&-3
O=C(C1CC1)N1CCc2cc(S(=O)(=O)N3CCCc4ccccc43)ccc21	0.0	39	-2	0.7	-3.9	1	-2	-2	-5
CCOC(=O)c1[nH]c(C)c(CCC(=O)O)c1C	-0.1&0.1	-5&9	-7&-8	0.4&0.5	-1.1&0.0	2&6	-18&22	5&-3	4&0
COc1cc(C2NC(=O)NC(C)=C2C(=O)NCc2ccccc2)c(Cl)cc1O (configuration not stated)	1.2	19	-3	0.4	0.5	4	16	0	-1
Cc1cc(C)n(-c2nnc(NC(C)(C)C)nn2)n1	-1.0	-17	-6	0.4	-0.9	3	-1	8	0
COc1ccc(OC)c(N=C(N)N=C(N)N)c1	1.8	12	-3	0.4	0.4	1	24	1	0
Cc1ccc(Nc2nc(N)c([N+](=O)[O-])c(N3CCC(C)CC3)n2)cc1C	-2.3	101*	-8	0.4	-0.4	3	17	-3	3
CCc1ccc(-c2csc3ncn(CC)c(=O)c23)cc1	-2.6	54	-7	-1.5	0.3	3	7	7	-7
Cc1ccccc1OCc1nc(-c2ccc(NC(=O)c3ccc4c(c3)OCO4)cc2)no1	2.2	74*	-4	0.9	-0.6	3	9	1	-3
O=c1[nH][nH]c(=S)n1C1CCCCC1	0.9	9	-6	-0.7	-1.5	1	16	7	4
C/C(CC(=O)Nc1cccnc1)=N\NC(=O)C(=O)NC(C)C	0.4	17	-3	0.8	1.6	0	1	3	-6
COC(=O)CN(Cc1ccccc1)S(=O)(=O)c1ccc(OC)c(OC)c1	-1.1	11	-2	-0.4	-0.1	-1	-24	3	-4
COn1c(C)c(C)c2c3nonc3ccc21	0.8	3	-9	0.4	-1.5	-2	3	1	-4
COc1ccc(N2CCN(C(=O)c3sc4nc(-c5ccc(F)cc5)cn4c3C)CC2)cc1	0.1	.	-11	0.2	1.8	5	21	1	0
Cc1ccc(CCNc2ccc3ccccc3c2)cn1	-0.2	-7	6	0.1	1.0	5	.	0	-1
CCCC(=O)C1C(=O)CC(CC(C)SCC)CC1=O (configuration not stated)	-0.6	-4	2	0.3	0.7	1	12	-2	-5
